NTR1 agonist = agonists of NTR1, primary screen, imaging, U2OS cells, beta-arrestin-GFP, high content (AID 493036); NTR1-U2OS beta-arrestin-GFP spot imaging, agonist mode; 330,000 tested, 0.17% active; P30989; activation, % at 20 µM;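 active = activation at or above 40% of the spot to cytoplasm intensity ratio, with at least 20 cells analyzed; inconclusive = wells under 20 cells, flagged as cytotoxic or low count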;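 note: 0% = DMSO without peptide and 100% = 100 nM NTR1 peptide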
Target sequence (P30989 whole entry, looked up): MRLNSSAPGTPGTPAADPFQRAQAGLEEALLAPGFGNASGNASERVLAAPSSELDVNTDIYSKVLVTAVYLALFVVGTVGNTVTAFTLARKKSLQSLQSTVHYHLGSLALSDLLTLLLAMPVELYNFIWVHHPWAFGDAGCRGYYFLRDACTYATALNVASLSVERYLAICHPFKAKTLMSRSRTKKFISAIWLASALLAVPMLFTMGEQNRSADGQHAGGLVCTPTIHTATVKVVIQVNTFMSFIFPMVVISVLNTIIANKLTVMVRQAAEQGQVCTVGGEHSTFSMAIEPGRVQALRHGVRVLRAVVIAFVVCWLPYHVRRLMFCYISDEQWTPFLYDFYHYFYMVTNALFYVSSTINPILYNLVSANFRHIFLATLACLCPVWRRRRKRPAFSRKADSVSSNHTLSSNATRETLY
TNAP activation fold = stimulation of alkaline phosphatase TNAP activity – biochemical, luminescent, no phosphate acceptor, uHTS, primary screen (AID 1001); 200,000 tested, 0.03% active; one-dose activation fold at 20 µM; EC50 in µM for titrated hits; purified TNAP, luminescent activation assay, no phosphate acceptor; higher activation fold means a stronger effect; in the data active = activation fold from about 3, or a potency from the dose series; inactive = the rest, 99 in 100 with activation fold below about 1.6; note: many of its hits are not listed in these tables
RSV CPE inhibition = inhibition of RSV-induced cytopathic effect – HEp-2 cells, primary 10 µM value included (AID 2391) | HEp-2 cells, RSV-induced CPE inhibition; higher % means a stronger effect | CPE inhibition, % at 10 µM, or IC50 in µM where a hit was titrated | 310,000 tested, 0.13% active; in the data active = a potency from the dose series; inconclusive = CPE inhibition mostly from about 23% at the one dose, without a potency; inactive = the rest, 99 in 100 with CPE inhibition below about 21%; note: strong numbers were not always called active
Salmonella PhoP GFP = PhoP-dependent GFP reporter repression – Salmonella Typhimurium, primary screen (AID 1863); S. Typhimurium PhoP-regulated promoter GFP reporter, 4 h; higher % means a stronger effect; inhibition, % at 50 µM; hits with a dose series show IC50 in µM; 300,000 tested, 0.16% active;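 active = inhibition over 29.93%, a cutoff 3 SD above the screen mean, later confirmed by dose response; inconclusive = inhibition over 29.93% but no dose response follow-up; inactive = inhibition at most 29.93% or unconfirmed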;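 note: 0% = low Mg2+ inducing control and 100% = high Mg2+ repressing control; strong numbers were not always called active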
Rac1 GTP hydrolysis = MgcRacGAP GTPase-activating activity inhibitors, confirmation, biochemical, ADP Hunter fluorescence; AID 624330; one-dose inhibition, % at 30 µM; IC50 in µM for titrated hits; 340,000 tested, 0.6% active; MgcRacGAP-stimulated Rac1 GTP hydrolysis, ADP Hunter fluorescence; higher % means a stronger effect; GST-tagged Rac1 F28L mutant substrate;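 active = first-screen hits whose inhibition reached a set limit at any dose in the follow-up dose series; inconclusive = inhibition above the set first-screen limit but never retested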;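 note: fluorescence reports GDP produced by GAP-driven GTP hydrolysis; strong numbers were not always called active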
T cell modulator = T cell immune modulation candidate. 2C CD8+ T cell-vesicle binding, flow cytometry; hits give low values. calls only at 7 µM. 330,000 tested, 0.068% active. AID 2052;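 active = response, share of CD8 T cells binding vesicles, and their 90th percentile fluorescence all below set limits, cut at about 80% in these data, passing the limit was not always enough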
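System: murine 2C transgenic CD8+ T lymphocytes; also added: QL9-loaded Drosophila micro-vesicles; times: binding 1.5 h at 37 °C; measured by: flow cytometry, PE anti-B7-1 (FL2) versus Alexa647 anti-CD8 (FL8), PFA-fixed; control set: Peptide-free naked vesicles (low) and QL9 vesicles with 0.7% DMSO vehicle (high)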
Myeloid diff MLP = promotes myeloid progenitor differentiation; ER-HoxA9 myeloid progenitors, lysozyme-GFP differentiation, flow cytometry; calls only at 10 µM; 360,000 tested, 1% active; AID 624256;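 active = normalized GFP-positive differentiation at or above the plate's own cutoff, the solvent-only control mean plus 3 SD; inconclusive = no clear call, values can overlap the other calls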;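 note: cells exposed to compound for four days before flow analysis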
UTI89 phage lysis = protection from phage-mediated lysis, alamar blue read-out – E. coli UTI89, K1F phage, bacterial capsule biogenesis inhibitors (AID 488966). 340,000 tested, 0.02% active. inhibition, % at 100 µM, or IC50 in µM where a hit was titrated. E. coli UTI89 K1F phage lysis, alamar blue, 2 h; higher % means a stronger effect;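 active = phage lysis inhibition, versus mean bacterial control, above a set limit; inconclusive = no clear call, values can overlap the other calls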;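 note: capsule biogenesis inhibitors block K1F phage lysis so surviving cells raise fluorescence; higher fluorescence means more inhibition of phage lysis; actives were called in the ten point dose series up to 300 µM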
Large T inhibition = TAg ATPase/helicase activity blockers – biochemical (AID 1903); SV40 large T antigen ATPase/helicase inhibition assay; higher % means a stronger effect; inhibition, % at 20 µM; hits with a dose series show IC50 in µM; 310,000 tested, 0.39% active; in the data active = a potency from the dose series; inconclusive = inhibition mostly from about 32% at the one dose, without a potency; inactive = the rest, 99 in 100 with inhibition below about 32%; note: strong numbers were not always called active
T cell modulator vesicle-bound % = recorded beside T cell modulator, whose call it bears; double positive events, %; measured here: CD8+ vesicle-bound cell fraction;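 binding gate set so that unloaded-vesicle control wells show 10% double positive cells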
NTR1 agonist cell count 20 µM = further read-out of NTR1 agonist, marked with its call; cell count; measured here: cell count, cytotoxicity flag
Myeloid diff MLP GFP+ MAC1+ % = recorded beside Myeloid diff MLP, whose call it bears; GFP+ MAC1+ double positive, %; measured here: differentiation confirmed by MAC1 staining
The depositor's hits bear a star; i = inactive; ? = inconclusive; · = not tested or not shown; [ ] = another dose, or the depositor's remark.

SMILES | NTR1 agonist | NTR1 agonist cell count 20 µM | TNAP activation fold | RSV CPE inhibition | Salmonella PhoP GFP | Rac1 GTP hydrolysis | T cell modulator | T cell modulator vesicle-bound % | Myeloid diff MLP | Myeloid diff MLP GFP+ MAC1+ % | UTI89 phage lysis | Large T inhibition
CC(C)c1c(C(=O)N/N=C/C2CC=CCC2)nnn1-c1nonc1N (stereo not given) | -0.6 | 73 | · | 1.1% | -1% | 4% | i | 52 | i | 0.3 | 0.3% | -4%
O=C(CN(C(=O)CNC(=O)c1ccco1)c1ccc(Cl)c(Cl)c1)NC1CCCCC1 | 2.2 | 60 | 1.1 | -0.4% | -2% | 13% | i | 54 | i | 0.7 | 3.3% | 6%
CCOC(=O)c1sc(NC(=O)c2ccccc2OCC)nc1C | 8.2 | 59 | 1.2 | 2.9% | -5% | 3% | i | 35 | i | 0.7 | 2.8% | 6%
Cn1c(NCCCO)nc2c(c1=O)C1(CCCCC1)Cc1ccccc1-2 | 21 | 50 | 1 | ? | 2% | 6% | i | 19 | i | 0.7 | -0.2% | 22%
COc1ccc(C(CNC(=O)c2cccc(S(=O)(=O)N3CCCCC3)c2)N2CCCC2)cc1 (stereo not given) | 8.0 | 61 | · | 1.0% | · | 0% | i | 43 | i | 0.2 | 0.6%[50 µM] | ·
CCN1CCN(C(=S)Nc2ccccc2Cl)CC1 | 0.5 | 59 | 1 | 0.4% | 9% | 8% | i | 45 | i | 3.4 | 1.9% | 5%
CCOc1ccc(NC(=O)Nc2ccc3nsnc3c2)cc1 | -0.3 | 85 | 1.1 | 4.8% | -5% | 1% | i | 56 | i | 0.5 | 0.2% | 12%
CCSc1nnc([C@H](Cc2c[nH]c3ccccc23)NC(=O)OC(C)(C)C)o1 | 7.6 | 89 | 1 | 1.6% | -2% | 5% | i | 25 | i | 1.1 | 0.1% | 10%
CCOC(=O)c1cccc(NC(=O)c2cc3sccc3n2C)c1 | 12 | 63 | 1 | 5.6% | -5% | 11% | i | 7 | i | 1.9 | -0.5% | 14%
CCC(C)(C(=O)NC1CCCCC1)N(Cc1cccs1)C(=O)CC1NC(=O)NC1=O (stereo not given) | 2.2 | 77 | 1.2 | 6.5% | 2% | 7% | i | 9 | i | 0.3 | 2.2%[50 µM] | 11%
O=C(NCC1CCCO1)c1onc(CSc2ccc(F)cc2)c1C(=O)O (stereo not given) | -0.7 | 98 | 1.1 | 0.5% | -8% | 9% | · | · | i | 2.3 | -0.7% | 8%
CN(C(=O)CSc1ncnc2sccc12)C1CCCCC1 | 2.8 | 62 | · | 1.5% | · | 5% | i | 51 | i | 1.0 | 0.9%[50 µM] | ·
O=[N+]([O-])c1cccnc1N1CCOCC1 | 0.2 | 91 | 1 | 0.6% | 10% | 4% | i | 50 | i | 0.8 | 0.5% | 1%
CCN(CC(=O)Nc1ccc2c(c1)OCCO2)C(=O)COc1cc(C)ccc1Cl | -0.4 | 55 | · | 2.3% | -3% | 4% | i | 30 | i | 0.4 | 1.2%[50 µM] | 8%
N=c1c2c(-c3ccccc3)c(-c3ccccc3)oc2ncn1Cc1ccco1 | 15 | 80 | 1 | ? | 23% | 6% | i | 5 | i | 0.2 | 0.7% | 7%
C[C@H](NC(=O)N1CCn2c1nc1ccccc12)C(=O)NC1CCCCC1 | 0.4 | 62 | · | 0.9% | -1% | 9% | i | 16 | i | 5.4 | 0.1% | 11%
CCOC(=O)CC(NC(=O)CCS(=O)(=O)c1ccc2c(c1)n(C)c(=O)c(=O)n2C)c1ccc(C)cc1 (stereo not given) | 0.8 | 62 | · | 0.1% | -6% | 9% | i | 12 | i | 0.7 | 0.0% | 3%
Cc1cccc(C(=O)N/N=C2\CS(=O)(=O)N(C)c3ccsc32)c1 | 0.1 | 70 | · | -1.1% | -8% | 11% | i | 41 | i | 0.7 | 0.1% | 17%
CC(C)c1cccc(-c2ccc3c(c2)S(=O)(=O)c2cccc(C(=O)NC4CCCC4)c2C3=O)c1 | -0.8 | 62 | · | · | · | 3% | i | 18 | i | 3.5 | 0.5% | ·
CCOc1ccccc1OCCCC(=O)N1CCN(S(=O)(=O)c2cccc(F)c2)CC1 | -0.7 | 87 | 1 | 1.6% | -8% | 7% | i | 26 | i | 0.6 | 1.1% | 22%
N#Cc1c(N2CCN(C(=O)c3ccccc3)CC2)nc(-c2ccccc2)c2c1CCCC2 | 8.3 | 62 | 1 | 20% | 14% | 0% | i | 47 | i | 1.1 | 0.4% | -9%
CCCCNC(=O)CCn1nc(-c2ccc(C)cc2)c2ccccc2c1=O | 3.2 | 59 | · | 2.4% | 12% | 5% | i | 39 | i | 0.6 | -0.3% | -1%
Cn1c(SCc2c(Cl)cccc2Cl)nc(C(F)(F)F)cc1=O | 13 | 47 | 1.1 | 3.2% | -9% | 3% | i | 20 | i | 3.8 | -0.3% | 2%
Cc1cccc(C(=O)NCC(=O)NCCCSc2ccccc2)c1 | 0.8 | 71 | · | -1.3% | -7% | 6% | i | 14 | i | 1.3 | 0.9%[50 µM] | 6%
CCOC(=O)c1[nH]c2ccc(OC)cc2c1NC(=O)CCN1CCCC(C)C1 (stereo not given) | 0.3 | 65 | 1.1 | 2.4% | -3% | 6% | i | 14 | i | 0.3 | 0.1% | 1%
Continued:
SMILES | NTR1 agonist | NTR1 agonist cell count 20 µM | TNAP activation fold | RSV CPE inhibition | Salmonella PhoP GFP | Rac1 GTP hydrolysis | T cell modulator | T cell modulator vesicle-bound % | Myeloid diff MLP | Myeloid diff MLP GFP+ MAC1+ % | UTI89 phage lysis | Large T inhibition
COc1ccccc1C(=O)NCCSCc1ccccc1Cl | 0.9 | 56 | · | 19% | -1% | 15% | i | 52 | i | 0.4 | 2.0% | 7%
Cc1ccc(SCCNC(=O)/C=C/c2ccc([N+](=O)[O-])cc2)cc1 | 1.3 | 44 | 1.2 | 2.6% | 8% | -1% | i | 45 | i | 0.9 | 2.3% | 3%
COc1ccc(NC(=O)CN(C)C(=O)c2ccccc2OCC(=O)Nc2cccc(C(F)(F)F)c2)cc1 | 2.7 | 60 | · | -2.5% | -2% | 4% | i | 28 | i | 0.4 | 1.9%[50 µM] | 3%
CC(=O)N(C)c1ccc(N=Cc2cc3c(cc2[N+](=O)[O-])OCO3)cc1 | -0.4 | 58 | · | 1.1% | · | 17% | i | 29 | i | 0.5 | 0.3% | 37%
C/C(=N\NC(=O)c1c([N+](=O)[O-])c(C)nn1C)c1ccc(NC(=O)C2CCCC2)cc1 | 1.5 | 65 | · | -1.1% | -1% | 8% | i | 26 | ? | · | 0.5% | 19%
O=C(NCC(=O)N(c1cccc(F)c1)C(C(=O)NCC1CCCO1)c1ccccc1)c1ccco1 (stereo not given) | -1.1 | 92 | 1.1 | 0.8% | -4% | 9% | i | 22 | i | 0.9 | 0.3% | -1%
O=C(NC(=S)Nc1ccc(Cl)cn1)c1cccs1 | 1.3 | 37 | 0.9 | 0.0% | 1% | 16% | i | 58 | i | 0.8 | 1.2% | 4%
O=C1c2ccccc2C(=O)c2c1oc(C(F)(F)F)c2C(=O)c1ccccc1 | 13 | 43 | 0.9 | -3.9% | -5% | 1% | i | 2 | ? | · | 0.8% | -2%
O=C(CSc1nnc(NC(=O)C2CCC2)s1)Nc1ccccc1 | -1.2 | 51 | · | 10% | -3% | 6% | i | 25 | i | 0.7 | 0.4% | -2%
Clc1ccc(CSc2nnc(-c3cccnc3)n2Cc2ccco2)c(Cl)c1 | 5.4 | 75 | 1.1 | 9.4% | -7% | 8% | i | 63 | i | 0.5 | -0.3% | 20%
CCOC(=O)C1(Cc2cccc(OC)c2)CCCN(C(=O)CNC(C)=O)C1 (stereo not given) | 0.5 | 49 | · | 1.0% | 12% | 11% | i | 51 | i | 0.0 | 0.5% | 11%
O=C(c1cccc(Cl)c1)N1CCN(c2ncnc3c2cnn3-c2ccccc2)CC1 | 0.0 | 45 | 1.1 | 1.9% | 3% | 2% | i | 41 | i | 0.2 | i | -3%
CC(Oc1ccc2ccc(=O)oc2c1)C(=O)c1ccccc1 (stereo not given) | -1.1 | 67 | 1.1 | 5.6% | -3% | 8% | i | 48 | i | 1.1 | 0.8%[50 µM] | 11%
Cc1ccc([N+](=O)[O-])c(OCCCN2C(=O)NC(C)(C)C2=O)c1 | 1.0 | 42 | 1.1 | -0.4% | 2% | -4% | i | 37 | i | 0.3 | -0.6% | 6%
Cc1cc(C)nc(Sc2ccc(C=O)cc2[N+](=O)[O-])n1 | 2.7 | 94 | 1.1 | 0.6% | -5% | 5% | i | 34 | i | 0.1 | 4.3% | 12%
COc1cccc(/C=C/C(=O)NNC(=O)c2ccccc2)c1OC | 1.5 | 63 | · | · | · | 0% | i | 46 | i | 1.4 | -1.7% | ·
O=C1c2ccccc2NC(c2ccc(O)cc2)N1c1ccccc1 (stereo not given) | 4.3 | 56 | · | -0.2% | 9% | 7% | i | 36 | i | 0.3 | -0.5%[50 µM] | 3%
CS(=O)(=O)C1=NSC2=NC(=O)/C(=C\c3ccc(-c4ccccc4)o3)C(=N)N21 | · | · | 0.9 | 0.6% | -21% | · | i | 34 | · | · | · | 13%
Cc1ccc2c(c1)NC(=O)c1cccnc1N2 | -0.2 | 43 | 1.1 | 2.0% | 12% | ? | i | 15 | i | 1.0 | -0.3% | 10µM*
Cc1ccc(-c2nnn(CC(=O)N(Cc3ccccc3)C(C(=O)NC(C)(C)C)c3ccncc3)n2)o1 (stereo not given) | 1.1 | 47 | 1.1 | 0.3% | -6% | 2% | i | 18 | i | 0.9 | 1.3% | -1%
COc1ccc(C2=CC(=O)CC(c3ccccc3)C2)cc1 (stereo not given) | 0.5 | 54 | 1 | 10% | -6% | 7% | i | 54 | i | 0.2 | 0.0% | -4%
Cc1csc(NC(=O)c2ccc(OCC3CCCO3)cc2)n1 (stereo not given) | 1.0 | 62 | 1.1 | 16% | -2% | 7% | i | 43 | i | 0.7 | 0.2% | 2%
COC(=O)c1cc(NC(=O)c2cccc(Cl)c2)c(=O)oc1/C=C/Nc1cc(C)cc(C)c1 | -3.9 | 89 | 0.5 | -0.5% | -19% | · | i | 66 | · | · | · | 5%

Screens (PubChem)
